# Assay outcomes as filed in PubChem BioAssay.
# GPR55 activation: GPR55 agonists via beta-arrestin recruitment, primary screen, imaging, U2OS cells, beta-arrestin-GFP redistribution (AID 1961). G-protein coupled receptor 55 (Homo sapiens). U2OS GPR55 beta-arrestin-GFP redistribution imaging; higher % means a stronger effect. activation, % at 10 µM; hits with a dose series show EC50 in µM. actives 0.048% (n = 290,000);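 active = activation above 40% with more than 50 cells counted in the well; inconclusive = wells holding fewer than 50 cells, flagged as toxic or sparse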;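 note: U2OS osteosarcoma cells stably expressing GPR55 and beta-arrestin-GFP; plate controls were DMSO negative control for no effect and LPI positive control for full effect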
# KOR beta-arrestin-1: KOR agonists, beta-arrestin recruitment, primary screen, cell-based, luminescence, uHTS (AID 1777); Kappa-type opioid receptor (Homo sapiens); KOR beta-arrestin recruitment, luminescence; higher % means a stronger effect; activation, % at 10 µM; hits with a dose series show EC50 in µM; actives 0.02% (n = 280,000); in the data active = activation above about 50%, passing the limit was not always enough; note: a part of the inactive calls stands beside numbers as strong as those of hits
# P. falciparum M1AAP: P. falciparum M1AAP inhibitors, biochemical, fluorogenic H-Leu-NHMec substrate, 1536-well (AID 1445); Aminopeptidase N (Plasmodium falciparum (isolate 3D7)); recombinant M1AAP, H-Leu-NHMec fluorogenic kinetic assay; higher % means a stronger effect; one-dose inhibition, % at 30 µM; IC50 in µM for titrated hits; actives 0.42% (n = 220,000);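 active = primary inhibition above the hit cutoff, then over 50% inhibition at one or more dose response concentrations, cut at about 23% in these data, passing the limit was not always enough; inconclusive = conflicting primary data, or primary hits not chosen for dose response; inactive = low primary inhibition, or under 50% at every dose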;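 note: plate controls were DMSO full reaction for no effect and no enzyme background for full effect; strong numbers were not always called active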
# AID2073: inhibitors of Mint1-CaV2.2 protein interaction, biochemical, HTRF (AID 2073). Voltage-dependent N-type calcium channel subunit alpha-1B (Homo sapiens). HTRF protein-protein interaction, Mint1-CaV2.2; higher % means a stronger effect. one-dose inhibition, % at 20 µM; IC50 in µM for titrated hits. actives 0.19% (n = 290,000); in the data active = inhibition mostly above about 51%, no sharp cut-off; inconclusive = no clear call, values can overlap the other calls; inactive = mostly below about 53%; note: some results filed as inactive read as strong as hits
# M17LAP inhibition: P. falciparum M17LAP inhibitors, primary screen, biochemical, fluorogenic H-Leu-NHMec substrate, 1536-well (AID 1619); actives 0.38% (n = 220,000); recombinant M17LAP, H-Leu-NHMec fluorogenic kinetic assay; higher % means a stronger effect; inhibition, % at 30 µM, or IC50 in µM where a hit was titrated; Leucine aminopeptidase (Plasmodium falciparum (isolate 3D7));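 active = compound inhibiting the enzyme by more than half at any dose during confirmatory dose-response retesting; inconclusive = strong single-dose inhibitors picked by rank but not retested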;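 note: plate controls were full reaction with DMSO carrier for no effect and no enzyme background for full effect; strong numbers were not always called active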
# NOD2 inhibition: NOD2 signaling inhibitors, cell-based, luminescence, uHTS, HEK293 (AID 1566); HEK293 NOD2/NF-kB luciferase reporter, luminescence; higher % means a stronger effect; inhibition, % at 4 µM; hits with a dose series show EC50 in µM; actives 0.63% (n = 290,000); note: many of its hits are not listed in these tables
# KOR beta-arrestin-2: KOR antagonists, beta-arrestin recruitment, cell-based, luminescence, uHTS (AID 1778). Kappa-type opioid receptor (Homo sapiens). inhibition, % at 10 µM; hits with a dose series show IC50 in µM. KOR beta-arrestin recruitment, luminescence, antagonist mode; higher % means a stronger effect. actives 0.091% (n = 290,000); note: strong numbers were not always called active
# Dynein cargo inh: inhibitors of GR-EGFP nuclear translocation, primary screen, dynein cargo transport inhibitor project, imaging, high-content, 3617.4 mouse cells | test concentration mostly 20 µM; stimulated with dexamethasone, 1 µM; active compounds read low | z-score, hits read low | actives 0.47% (n = 220,000) | AID 1381, 2008;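 active = plate z-score of nuclear minus cytoplasmic receptor signal below a set negative limit, without overly bright fluorescence or cell loss, cut at about -3.5 in these data, passing the limit was not always enough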;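 note: z-score of nuclear minus cytoplasmic ring GR-EGFP intensity difference per well; some compounds called inactive have numbers as strong as hits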
#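 Also added: dexamethasone, 1.0 µM final. Medium: tet-free, stripped-serum medium. Detection: fixed, Hoechst-stained cells imaged at 10x for EGFP. Read-out: nuclear-to-cytoplasmic GR-EGFP distribution per well. Times: induction 48 h, compound 1 h, agonist 30 min.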
# NOD1 NF-kB reporter: NOD1 signaling inhibitors, primary screen, cell-based, luminescence, uHTS (AID 1578) | NOD1-driven NF-kB luciferase reporter cells, luminescence; higher % means a stronger effect | inhibition, % at 4 µM; hits with a dose series show EC50 in µM | actives 1% (n = 290,000); in the data active = inhibition mostly above about 36%, no sharp cut-off; inactive = mostly below about 34%;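 note: HEK-293T reporter cells stimulated with the NOD1 agonist gamma-tri-DAP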
# Dynein cargo inh cytoplasmic EGFP: further read-out of Dynein cargo inh, marked with its call; z-score; measured here: cytoplasmic GR-EGFP intensity; active compounds read high
# Dynein cargo inh nuclear GR-EGFP: recorded beside Dynein cargo inh, whose call it bears; z-score; measured here: nuclear GR-EGFP intensity;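 lower value marks the stronger effect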
# Dynein cargo inh cell count: recorded beside Dynein cargo inh, whose call it bears; z-score; measured here: cell count per field
# An asterisk follows results filed as active; ? = inconclusive; / = not tested or not shown; [ ] = dose if it differs, or a comment. Cut-off read from the data, not from the text of the source, unless noted: active = inhibition above about 50%; inactive = the rest. The list is partial, so the mix of outcomes need not match the whole.
SMILES,GPR55 activation,KOR beta-arrestin-1,P. falciparum M1AAP,AID2073,M17LAP inhibition,NOD2 inhibition,KOR beta-arrestin-2,Dynein cargo inh,Dynein cargo inh cytoplasmic EGFP,Dynein cargo inh nuclear GR-EGFP,Dynein cargo inh cell count,NOD1 NF-kB reporter
Cc1cccc(OCC(=O)Nc2cccc(C(=O)NCC(C)C)c2)c1,0.4%,10%,2%,-12%,16%,5%,2%,1.8,-0.2,0.89,-1.4,-30%
Cc1ccc(N2CC(C(=O)N3CCN(c4ccccc4)CC3)CC2=O)cc1 (centres undefined),-0.1%,-6.0%,12%,-12%,11%,15%,15%,-0.28,-0.27,-0.16,0.7,-21%
COc1c(F)c(F)c(C(=O)O)c(Nc2ccccc2)c1F,-0.1%,2.9%,5%,5%,-92%,9%,5%,0.2,-0.18,-0.04,-0.24,-41%
CCOC(=O)Cc1csc(NC(=O)CSc2nnc(Cc3csc(N)n3)n2C)n1,-0.2%,0.1%,1%,-17%,17%,-2%,9%,-0.38,-0.29,-0.28,1.6,2%
COCCn1cnc2c1c(=O)[nH]c(=O)n2Cc1ccccc1,0.0%,-5.5%,/,11%,/,1%,-9%,/,/,/,/,-8%
CCOc1ccccc1-c1nnc(SCC(=O)Nc2ccccc2)o1,-0.1%,-0.7%,3%,0%,6%,12%,11%,0.19,-0.24,0.43,0.092,-21%
O=C(Nc1ccccc1)N1CCCC2CCCCC21 (centres undefined),0.6%,0.5%,5%,3%,2%,-45%,-20%,-0.37,-0.31,-0.22,0.1,-31%
COc1ccc(NS(=O)(=O)c2cccc(Cl)c2)cc1S(=O)(=O)N1CCCCC1,-0.2%,-0.2%,2%,-1%,0%,2%,/,-0.91,-0.17,-0.39,0.81,36%
Cc1ccc(NC(=S)N2CCCC2)cc1Cl,-0.1%,-0.5%,/,3%,/,6%,12%,/,/,/,/,-31%
COC(=O)c1ccc(-c2ccco2)n1Cc1nc(-c2ccc(OC)c(OC)c2)oc1C,-0.1%,5.2%,3%,30%,3%,-5%,-33%,-0.98,-0.1,0.2,0.4,2%
Cc1ccccc1Oc1cc(NC(=O)CCCn2nc(C)c([N+](=O)[O-])c2C)cc([N+](=O)[O-])c1,0.4%,-0.6%,1%,4%,-16%,-11%,28%,-0.13,-0.25,-0.51,0.23,23%
COc1ccccc1NC(=O)c1ccc(NC(=O)COC(=O)C2CCCO2)cc1 (centres undefined),-0.7%,0.7%,-1%,-5%,0%,4%,-10%,0.6,0.2,0.62,0.73,-40%

# Next section; it opens with the three that closed the last part.
SMILES,GPR55 activation,KOR beta-arrestin-1,P. falciparum M1AAP,AID2073,M17LAP inhibition,NOD2 inhibition,KOR beta-arrestin-2,Dynein cargo inh,Dynein cargo inh cytoplasmic EGFP,Dynein cargo inh nuclear GR-EGFP,Dynein cargo inh cell count,NOD1 NF-kB reporter
COC(=O)c1ccc(-c2ccco2)n1Cc1nc(-c2ccc(OC)c(OC)c2)oc1C,-0.1%,5.2%,3%,30%,3%,-5%,-33%,-0.98,-0.1,0.2,0.4,2%
Cc1ccccc1Oc1cc(NC(=O)CCCn2nc(C)c([N+](=O)[O-])c2C)cc([N+](=O)[O-])c1,0.4%,-0.6%,1%,4%,-16%,-11%,28%,-0.13,-0.25,-0.51,0.23,23%
COc1ccccc1NC(=O)c1ccc(NC(=O)COC(=O)C2CCCO2)cc1 (centres undefined),-0.7%,0.7%,-1%,-5%,0%,4%,-10%,0.6,0.2,0.62,0.73,-40%
CCCOC(=O)CSC1=C(C#N)C(c2ccccc2OC)C(C#N)C(=O)N1 (centres undefined),0.0%,-2.2%,9%,-8%,-2%,-11%,13%,-0.76,0.081,0.15,-0.06,-37%
O=[N+]([O-])c1ccc(C[n+]2cccc3ccc4cccnc4c32)cc1,-0.1%,/,-8%,-3%,-11%,12%,-20%[20 µM],-0.46,-0.38,0.13,1.1,1%
CCCN1CNC(=S)N(CC2CCCO2)C1 (centres undefined),0.5%,10%,6%,17%,-2%,9%,-42%,2.7,-0.021,1.9,-2.2,34%
Cc1ccc(CNC(=O)Cn2c(=O)c3sccc3n(Cc3cccc([N+](=O)[O-])c3)c2=O)cc1,0.8%,-0.9%,0%,1%,6%,-50%,-14%,-0.76,-0.18,-0.44,0.85,-20%
CN1C(=O)/C(=C/c2cccc([N+](=O)[O-])c2)C(=O)N1c1ccccc1,-0.2%,8.2%,/,38%,/,-44%,-37%[20 µM],/,/,/,/,30%
CCOC(=O)C1CCCc2c1[nH]c1ccc(Cl)cc21 (centres undefined),0.2%,0.5%,-9%,5%,18%,-6%,-22%,1.9,0.0058,0.64,-0.61,-25%
CCOC(=O)c1ccc(N2C(=O)CC(N3CCN(C(=O)c4ccccc4)CC3)C2=O)cc1 (centres undefined),-0.1%,/,3%,-6%,-4%,14%,-48%[20 µM],-0.2,-0.3,-0.0006,1,-16%
CC1CCN(S(=O)(=O)c2ccc(C(=O)Nc3nnc(-c4ccncc4)o3)cc2)CC1,-0.3%,-6.0%,-6%,12%,-1%,23%,11%,-0.56,-0.21,-0.35,1.2,-5%
CCCC(=O)Nc1ccc2c(c1)C(=O)N(CCC(=O)O)C2=O,0.0%,1.2%,8%,33%,-97%,-10%,-15%,-0.34,-0.16,-0.24,0.53,-20%
O=Cc1ccccc1-n1cccn1,-0.3%,2.0%,3%,-3%,-15%,6%,-31%,0.97,0.96,1.2,-1.4,-23%
CCN(CC)C(=O)CS(=O)CC(=O)Nc1cc(OCCOC)c(Cl)cc1Cl (centres undefined),0.7%,-1.8%,0%,-9%,-1%,14%,-7%,2.9,-0.26,1.1,-1.2,-24%
COCCC1CCCCN1C(=O)c1cccc(OC2CCN(C3CCCC3)CC2)c1 (centres undefined),-0.2%,-2.0%,-3%,10%,3%,-3%,8%,-0.35,-0.27,-0.36,0.43,-30%
COC(=O)COc1ccc(/C=C2/SC(=O)N(CC(=O)N3CCCC3)C2=O)cc1Br,0.2%,1.5%,5%,0%,15%,10%,-6%,-0.84,-0.21,0.13,0.74,/
COc1cccc2cc(C(=O)C3=C(O)C(=O)N(CCN(C)C)C3c3ccc(F)cc3)oc12 (centres undefined),-0.2%,3.8%,12%,24%,19%,5%,12%,-0.87,-0.2,-0.35,1.1,-24%
CCc1n[nH]c(=S)n1/N=C/c1ccccn1,0.2%,-2.2%,/,-36%,/,2%,-20%[20 µM],/,/,/,/,11%
O=C(CCc1cccc(Cl)c1)NC1CCCN(Cc2ccccc2F)C1 (centres undefined),-0.1%,1.1%,/,11%,/,14%,3%,/,/,/,/,2%
CCOC(=O)c1sc(-c2ccc(Cl)cc2)nc1O,-0.2%,2.1%,13%,37%,-3%,21%,-17%,-0.13,-0.27,-0.11,0.46,-1%
Cc1onc(-c2ccccc2Cl)c1C(=O)NNC(=O)c1nn(C)cc1Cl,-0.1%,/,-1%,?,2%,29%,-4%[20 µM],0.25,-0.098,0.25,-1.3,-16%
O=C(O)c1ccc(N2CC3CC(C2)c2cccc(=O)n2C3)c(NC(=S)Nc2ccc(Cl)cc2Cl)c1 (centres undefined),0.2%,1.3%,5%,24%,-7%,11%,-21%,1,-0.3,0.88,-0.25,-29%
CN(C1CCCCC1)S(=O)(=O)c1ccc(NC(=O)Cn2nc(-c3ccc(F)cc3)ccc2=O)cc1,0.3%,6.9%,-4%,11%,2%,3%,18%,-0.41,-0.32,-0.58,0.66,-23%
Clc1ccc(CSc2nnc([C@@H]3CCCN3)o2)cc1Cl,-0.2%,3.3%,0%,-5%,6%,16%,10%,-1.1,-0.041,-1.1,0.68,-8%
CN(CCC#N)C(=O)COC(=O)c1ccc(Cl)cc1O,-0.1%,-4.6%,2%,-2%,2%,-9%,3%,1,0.049,0.54,-0.97,-6%
COc1ccc(OC)c(N2CC(O)(c3ccccc3)[N+]3=C2SCCC3)c1 (centres undefined),0.1%,-4.1%,4%,-16%,3%,19%,9%,0.15,-0.23,0.13,-0.2,-1%
Cc1cc(N2CCOCC2)nc2ccc(NC(=S)N3CCCCC3C)cc12 (centres undefined),-0.4%,-3.4%,12%,24%,-11%,20%,10%,2,0.14,0.97,0.14,-3%
CC(C)(C)n1nnnc1C(c1cccnc1)N1CCN(c2ccccc2)CC1 (centres undefined),0.1%,1.2%,-7%,-6%,-6%,1%,3%,-0.34,-0.24,-0.84,-0.028,4%
CCc1c(C)nc(SCC(=O)NNC(=O)Cc2ccc(OC)cc2)[nH]c1=O,1.3%,4.1%,-1%,16%,-3%,9%,7%,1.1,-0.27,0.66,0.093,3%
COc1cccc(NC(=O)CSC(N)=O)c1,-0.1%,3.2%,1%,-29%,-5%,11%,-42%,-0.9,-0.23,0.16,0.4,24%
COc1cccc(C2c3[nH]c4ccccc4c3C[C@H]3C(=O)N(C4CC4)CC(=O)N23)c1 (some centres undefined),-0.1%,-4.0%,/,20%,/,2%,1%,/,/,/,/,-18%
O=C(CNC(=O)c1cccc(Br)c1)N/N=C/c1ccc2c(c1)OCO2,-0.2%,0.5%,/,-2%,/,-16%,0%,/,/,/,/,-42%
NNc1nc(Nc2ccccc2)nc(N2CCCCC2)n1,0.2%,4.8%,16%,-6%,9%,-11%,7%,-0.27,-0.25,0.12,0.7,-17%
Clc1ccc(OCCN2CCN(c3ncnc4sccc34)CC2)cc1,-0.1%,0.5%,0%,0%,-9%,49%,-8%,1.5,-0.13,1.2,-0.54,71%
COc1cccc(CSc2nc3ccccc3cc2C=O)c1,-0.2%,-1.2%,6%,0%,9%,-15%,-64%,0.089,-0.19,-0.18,0.11,-7%
CC(=O)Nc1cccc2c1C(=O)N(c1ccc(OC(C)=O)cc1)C2=O,0.3%,-6.3%,2%,9%,5%,20%,-13%[20 µM],-0.49,-0.34,-0.095,0.77,-31%
